Compound activity deposited in PubChem by several laboratories.
CSM14.1 death rescue: rescue of cells from ER stress-induced death, primary screen, 384-well, CSM14.1, thapsigargin, ATP luminescence (AID 1222). one-dose cellular ATP content (survival), % at 20 µM; EC50 in µM for titrated hits. 190,000 tested, under 10 active. CSM14.1 thapsigargin-induced death rescue, ATP luminescence; higher % means a stronger effect;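 active = EC50 below 50 µM in the dose-response confirmation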;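 note: death triggered by thapsigargin at about 15 µM added after 2 h compound pretreatment; cell ATP read after overnight thapsigargin exposure of roughly 18 to 22 hours; normalized against plate controls of thapsigargin alone and 5% DMSO vehicle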
UTI89 phage lysis: inhibition of K1F phage lysis, E. coli UTI89, bacterial capsule biogenesis inhibitors, alamar blue (AID 488966); E. coli UTI89 K1F phage lysis, alamar blue, 2 h; higher % means a stronger effect; one-dose inhibition, % at 100 µM; IC50 in µM for titrated hits; actives 0.02% (n = 340,000);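 active = phage lysis inhibition, versus mean bacterial control, above a set limit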;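 note: capsule biogenesis inhibitors block K1F phage lysis so surviving cells raise fluorescence; higher fluorescence means more inhibition of phage lysis; actives were called in the ten point dose series up to 300 µM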
MT stabilize HCS: microtubule stabilizers in HeLa cells, primary screen, imaging, high-content imaging | HeLa tubulin immunostaining HCS, 24 h; share of cells brighter than vehicle mean+2SD | % tubulin-high responders, % at 10 µM | actives 0.83% (n = 200,000);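 active = plate Z-score above 3 for both tubulin-high and condensed-nucleus cell shares, with cell loss under 80%, at 10 µM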;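 note: anti alpha tubulin signal scored within the nucleus-defined area of each cell; some results filed as inactive read as strong as hits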
P. falciparum M1AAP: P. falciparum M1AAP inhibitors, biochemical, fluorogenic H-Leu-NHMec substrate, 1536-well (AID 1445). Aminopeptidase N (Plasmodium falciparum (isolate 3D7)). recombinant M1AAP, H-Leu-NHMec fluorogenic kinetic assay; higher % means a stronger effect. inhibition, % at 30 µM, or IC50 in µM where a hit was titrated. actives 0.42% (n = 220,000);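 active = primary inhibition above the hit cutoff, then over 50% inhibition at one or more dose response concentrations, cut at about 23% in these data, passing the limit was not always enough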;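 note: plate controls were DMSO full reaction for no effect and no enzyme background for full effect; strong numbers were not always called active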
Autophagy mod: autophagy modulators in MEF cells, primary screen, imaging, high-content, MEF GFP-LC3; MEF GFP-LC3 puncta imaging; test concentration mostly 10 µM; calls only at 10 µM (by protocol); actives 0.98% (n = 190,000); AID 463193, 2010;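 active = percentage of spot-positive cells more than 3 SD above its plate mean, without a fluorescence outlier flag or 80% toxicity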;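 note: spot-positive cell cutoff set from DMSO-treated cells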
P. falciparum M17LAP: P. falciparum M17LAP inhibitors, primary screen, biochemical, fluorogenic H-Leu-NHMec substrate, 1536-well (AID 1619) | recombinant M17LAP, H-Leu-NHMec fluorogenic kinetic assay; higher % means a stronger effect | inhibition, % at 30 µM, or IC50 in µM where a hit was titrated | actives 0.38% (n = 220,000);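 active = compound inhibiting the enzyme by more than half at any dose during confirmatory dose-response retesting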;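 note: plate controls were full reaction with DMSO carrier for no effect and no enzyme background for full effect; strong numbers were not always called active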
Dynein transport: inhibitors of GR-EGFP nuclear translocation, primary screen, dynein cargo transport inhibitor project, imaging, high-content, 3617.4 mouse cells | test concentration mostly 20 µM; stimulated with dexamethasone, 1 µM; active compounds read low | z-score, hits read low | actives 0.47% (n = 220,000) | AID 1381, 2008;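 active = plate z-score of nuclear minus cytoplasmic receptor signal below a set negative limit, without overly bright fluorescence or cell loss, cut at about -3.5 in these data, passing the limit was not always enough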;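 note: z-score of nuclear minus cytoplasmic ring GR-EGFP intensity difference per well; some compounds called inactive have numbers as strong as hits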
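Buffer or medium: tet-free medium with charcoal-stripped serum / Also added: dexamethasone agonist, 1.0 µM final, for 30 min / Timing: induction 48 h, compound 1 h, agonist 30 min / Measured by: high-content fluorescence imaging after fixation / Read-out: nuclear-to-cytoplasmic GR-EGFP distribution per well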
Ins promoter up: insulin promoter activators in MIN6 cells, imaging, high-content screening, mouse beta cells | MIN6 insulin promoter-GFP reporter; active compounds read high | z-score at 5 µM | actives 0.3% (n = 190,000);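 active = z-score above 3 at 5 µM with at least 500 cells counted in the well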
b-catenin transl: modulators of beta-catenin nuclear translocation, primary screen, imaging, HeLa cells, immunofluorescence, high-content. nuclear translocation activity, % at 5 µM. actives 0.3% (n = 190,000). AID 1665, 2009;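 active = nuclear translocation activity above 50% at 5 µM, with a well cell count of 50 or more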;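 note: per-cell ratio of nuclear to cytoplasmic median beta-catenin stain intensity; plate controls were DMSO negative control for no effect and GSK-3 inhibitor IX positive control for full effect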
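Test system: human HeLa cell line; Doses: 5 µM primary, 0.02–20 µM confirmation; Incubation: 24 h compound exposure, 37°C; Detection: beta-catenin immunofluorescence imaging with DAPI; Read-out: beta-catenin nuclear/cytoplasmic ratio, % activation.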
Dynein transport cytoplasmic EGFP: recorded beside Dynein transport, whose call it bears; z-score; measured here: cytoplasmic GR-EGFP intensity; active compounds read high
Dynein transport nuclear GR-EGFP: second read-out of Dynein transport, no call of its own (marks repeat the call); z-score; measured here: nuclear GR-EGFP intensity;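 lower value marks the stronger effect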
Dynein transport cell count: further read-out of Dynein transport, marked with its call; z-score; measured here: cell count per field
Ins promoter up cell count: second read-out of Ins promoter up, no call of its own (marks repeat the call); cell count; measured here: cytotoxicity, nuclei count;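 total cells summed across four imaged fields per well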
b-catenin transl cell count 5 µM: also measured in b-catenin transl; calls as there; cell count; measured here: cell count, cytotoxicity flag
MT stabilize HCS Hoechst-high %: second read-out of MT stabilize HCS, no call of its own (marks repeat the call); % Hoechst-high responders; measured here: nuclear condensation Hoechst responders;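 share of cells brighter than vehicle mean plus two SD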
MT stabilize HCS cytotoxicity %: recorded beside MT stabilize HCS, whose call it bears; toxicity, %; measured here: cytotoxicity by cell density;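 0% = mean cell density of plate MIN control wells and 100% = no cells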
Autophagy mod cell loss 18 h: further read-out of Autophagy mod, marked with its call; toxicity, %; measured here: cell loss, nuclei count;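 cell loss after 18 h compound exposure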
Starred values were filed as active, the others as inactive; i = inactive; . = not tested or not shown; [ ] = another dose, or the depositor's remark. Compounds as they come; 2.9% or so of the library scored in one or more.

smiles	CSM14.1 death rescue	UTI89 phage lysis	MT stabilize HCS	MT stabilize HCS Hoechst-high %	MT stabilize HCS cytotoxicity %	P. falciparum M1AAP	Autophagy mod	Autophagy mod cell loss 18 h	P. falciparum M17LAP	Dynein transport	Dynein transport cytoplasmic EGFP	Dynein transport nuclear GR-EGFP	Dynein transport cell count	Ins promoter up	Ins promoter up cell count	b-catenin transl	b-catenin transl cell count 5 µM
COc1ccc(/C=C2/N=C(SC)NC2=O)cc1OC	.	-0.4%	.	.	.	7%	.	.	-1%	0.45	-0.27	0.16	-0.095	-0.26	1381	-2.4	1047
Cc1cc(N2C(=O)C(O)=C(C(=O)c3cccs3)C2c2ccccc2)no1 (stereo unspecified)	1.3%	0.5%	1.9	1.1	8.6	15%	i	-31	23%	0.33	-0.17	0.53	0.48	0.41	1593	-0.7	984
CCn1c(NCc2cc(OC)ccc2OC)nc2ccccc21	-1.8%	0.2%	4.2	2.8	5.4	-3%	i	-2	10%	0.31	-0.23	0.28	-0.85	-0.2	1365	0.4	712
CCOC(=O)Cn1nc(C)c(NC(=O)COc2ccccc2)c1C	-0.4%	0.9%	3.7	1.5	8.8	1%	i	25	-3%	-0.32	-0.28	0.16	0.94	0.64	1629	1.6	770
CCn1c(Cc2cccc3ccccc23)nnc1SCC(=O)Nc1nccs1	-1.7%	-0.1%	3.3	2.0	3.7	11%	i	0	19%	-0.027	-0.23	-0.071	-0.94	0.49	1241	-0.6	1064
O=C1OC(c2ccc(Cl)cc2)=N/C1=C\c1cccnc1	-1.3%	0.1%	5.3	2.3	8.9	-1%	i	15	-12%	0.67	-0.16	0.29	-1.2	-0.92	1686	-0.5	1328
CCOC(=O)C1=C(N2CCCCC2)c2cc3c(n2C1=O)CCCC3	-0.5%	0.2%	4.2	3.3	8.6	7%	i	7	13%	-1	0.71	0.1	-0.33	-3.4	733	1.0	1464
O=C(COc1ccc2ccccc2c1)N1CCCC1	.	0.0%	1.9	1.5	7.2	-4%	i	-1	7%	0.26	-0.22	0.3	-0.29	0.61	1242	-1.1	1077
O=C(COC(=O)c1cc(S(=O)(=O)N2CCOCC2)ccc1F)c1ccc[nH]1	-1.6%	2.1%[50 µM]	3.5	2.4	7.6	3%	i	-2	-4%	-0.78	-0.16	-0.45	0.086	0.15	1421	1.1	531
O=C(NNc1nc2cc3c(cc2s1)OCO3)c1cccc(F)c1	-3.7%	-1.3%	5.6	1.9	13	-4%	i	-8	14%	0.75	-0.16	1.3	-0.64	1.1	1065	-3.7	504
Cc1nc2ccc(NC(=O)c3ccc(S(=O)(=O)N(C)c4ccccc4)cc3)cc2s1	6.0%	3.3%	3.4	3.0	3.6	-3%	i	-5	4%	-0.18	-0.3	-0.35	0.52	0.61	1255	1.5	832
CCn1c(C(=O)N2CCC(C(=O)NCc3cccs3)CC2)cc2sccc21	0.8%	2.8%	2.6	2.3	2.2	18%	i	10	-1%	1.5	-0.066	1	-0.87	-0.51	871	.	.
CCOc1c2ccc(C(=O)N[C@H](C)C3CCCCC3)cc2nn1CC	0.5%	0.0%	3.4	1.7	4.2	6%	i	-13	-27%	-0.26	-0.22	0.38	0.7	-0.17	1598	-2.2	1395
COc1cc(C(=O)O)cc(NC(=O)c2ccco2)c1OC	.	1.5%[50 µM]	.	.	.	6%	.	.	4%	-0.33	-0.22	-0.2	0.44	-0.28	1363	-2.5	1223
Nc1nc(Nc2ccccc2)n[nH]1	.	0.5%	.	.	.	4%	.	.	-2%	-0.1	-0.26	-0.09	0.51	-0.16	1442	-3.5	1189
O=C(NCc1ccccc1)C(c1cccs1)N(Cc1cccs1)C(=O)c1cnccn1 (stereo unspecified)	5.5%	0.0%	1.0	0.8	6.2	1%	i	4	12%	-0.46	-0.22	-0.53	0.77	.	.	.	.
Cn1c(CNC(=O)c2ccccc2)nnc1SCC(=O)Nc1nccs1	2.8%	-0.9%	1.9	2.7	6.2	1%	i	-9	2%	0.61	-0.32	0.24	-0.11	-0.5	1391	1.1	1486
Cc1ccc2nc(-c3ccc(NS(=O)(=O)c4ccc(F)cc4)cc3)sc2c1	-2.0%	0.1%	1.1	4.4	4.9	14%	i	3	-2%	-0.79	-0.22	-0.82	0.75	-0.16	1387	-1.4	521
O=C(Nc1ccccc1)N1CCc2ccccc21	-3.7%	0.1%	4.1	2.2	4.7	8%	i	-3	21%	-0.19	-0.071	0.31	-0.78	.	.	.	.
CCn1c(-c2cc(-c3cccc(OC)c3)nc3ccccc23)n[nH]c1=S	-3.6%	i	1.3	0.9	8.7	4%	i	-1	4%	-0.45	-0.27	0.1	0.9	0.21	915	-4.2	1172
COc1cc(SSc2cc(OC)cc([N+](=O)[O-])c2N)c(N)c([N+](=O)[O-])c1	.	-0.1%	.	.	.	4%	.	.	6%	1	-0.12	1.2	-1.9	-0.43	923	0.6	1372
Cc1cc([N+](=O)[O-])ccc1-c1ccc(C2Nc3ccccc3C(=O)N2O)o1 (stereo unspecified)	0.8%	1.4%	0.8	0.4	19	2%	i	5	-7%	0.018	-0.053	0.56	-0.37	.	.	.	.
Cc1ccc(C)c(CSC2=NCCN2C(=O)Cc2ccc([N+](=O)[O-])cc2)c1	-1.3%	1.4%	5.1	3.4	10	-5%	i	10	-5%	-0.69	-0.24	-0.5	0.12	-0.37	1431	3.0	1072
C#Cc1ccc([C@H]2C=C(C(=O)O)O[C@@H](OCc3ccc(CO)cc3)C2)cc1	-2.1%	-0.5%	3.8	1.0	4.0	-2%	i	-10	0%	-0.25	-0.28	0.14	0.055	-0.2	1416	0.9	1138
COc1cc(OC)cc(C(=O)Nc2ccc(NC(=O)c3ccco3)c(Cl)c2)c1	3.1%	1.1%	1.9	1.7	9.4	12%	i	-1	4%	0.34	-0.23	0.31	0.62	-0.91	1219	-0.7	1113
COc1ccc(NC(=O)COc2ccc3oc(=O)cc(C)c3c2)cc1	.	-0.7%	.	.	.	-4%	.	.	-6%	-1.2	-0.21	0.00037	0.075	-0.15	1081	-0.2	1331
Cc1ccccc1-c1noc(-c2ccccc2C(=O)N2CCCC2)n1	1.6%	0.1%	4.8	2.7	6.6	4%	i	3	9%	0.19	-0.27	0.59	-0.85	0.01	1324	-1.9	955
O=C(c1ncn[nH]1)N1CCN(c2nc(-c3ccccc3)cs2)CC1	0.3%	0.5%	3.7	2.3	6.5	-16%	i	-2	4%	0.16	-0.17	-0.036	-0.48	0.77	1500	-6.4	706
CCOc1ccc(NS(=O)(=O)c2cc(NC(=O)CCC(=O)c3cccs3)ccc2Cl)cc1	2.2%	-0.1%	3.5	2.3	2.3	0%	i	-4	-4%	0.86	-0.31	1.2	-1.2	0.79	1547	-2.2	947
COc1ccc(-c2nc(-c3ccc(Br)o3)no2)cc1OC	.	i	4.2	1.9	4.1	0%	.	.	-8%	-0.48	-0.18	0.034	-0.17	-0.72	1959	1.8	1255
CCOC(=O)CC1=C(C(=O)OCC)C(c2cccs2)C(C#N)=C(N)O1 (stereo unspecified)	2.8%	0.6%	1.9	1.3	5.3	0%	i	0	7%	-0.4	0.028	-0.24	0.22	0.05	1313	-2.8	1219
O=C(Cn1nc(-c2ccccc2)ccc1=O)Nc1cccc(NC(=O)c2ccccn2)c1	-0.6%	.	2.5	2.0	5.3	0%	i	18	2%	1.1	-0.13	0.64	-0.66	-0.35	1263	-1.9	1189
O=C(N/N=C/C1CC=CCC1)c1ccc(O)cc1O (stereo unspecified)	-0.2%	4.3%	4.2	2.1	5.0	14%	i	3	21%	-0.89	-0.14	-0.6	-0.82	-0.22	1186	0.7	904
CCN(CC)c1ccc2c(C)c(Cl)c(=O)oc2c1	1.3%	-0.6%	3.6	3.0	2.1	15%	i	12	-9%	-0.58	-0.29	-0.18	1.1	-1.3	1679	1.2	1507
CS(=O)(=O)c1ccc(C(=O)OCC(=O)NC(=O)C2CCCCC2)cc1[N+](=O)[O-]	.	0.3%	2.1	2.6	5.0	-4%	i	4	2%	0.77	-0.34	0.61	-0.39	-0.17	1235	-1.7	1048
COc1ccc(/C=C/C(=O)Nc2ccccc2C(=O)O)cc1	-3.2%	-0.5%	4.0	3.7	13	10%	i	-8	40%	-0.011	-0.19	-0.12	-0.12	-0.16	1585	-2.2	1094
